CCT chaperon mod: High-Throughput Screening for Modulators of Cytosolic Chaperonin Activity; purified chaperonin ATPase assay, HTRF ADP detection, 30 min; activity change, % (concentration not given with the values), hits read low; actives 0.3% (n = 360,000); AID 651819, 2012; in the data active = activity change below about -30%; also: % is scaled to controls: 0 for no effect and ±100 for the full control effect
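First, chaperonin was dispensed at 40 nM or 20 nM final depending on batch activity. Next, compounds were pinned at 76 uM and ATP added at 10 uM. After 30 min at 37 °C, ADP detection reagents ran 30 min at ambient temperature.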
EPAC1 antagonist: qHTS for Antagonist of cAMP-regulated guanine nucleotide exchange factor 3 (EPAC1): primary screen; EPAC1 GEF assay, Rap1b-BODIPY-GDP exchange fluorescence; Potency, µM (highest dose often 115 µM), for the others: at the highest dose activity change, negative = inhibition, most hits filed as inhibitors; AID 720709, 2013; actives 0.14% (n = 360,000); Rap guanine nucleotide exchange factor 3 (Homo sapiens), O95398;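 also: potency is read from the fitted curve at half-maximal effect; plate controls were vehicle for no effect and positive control for full effect; nearly all actives have a fitted effect of over 50% in size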
PI5P4Ka inh: qHTS for Inhibitors of phosphatidylinositol 5-phosphate 4-kinase (PI5P4K); PI5P4Kalpha enzyme, ADP-Glo luminescence, 60 min; active compounds read low; max response, %; actives 1.2% (n = 330,000); AID 652105, 2013; active = max response of -50% or lower; inconclusive = between -30% and -50%; inactive = -30% or higher; also: value at the top dose of about 77 µM; % is scaled to controls: 0 for no effect and ±100 for the full control effect
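Controls without substrate or without enzyme flank wells where PI5P4Kalpha converts substrate using 5 microM ATP (final). Incubation lasts 60 minutes at room temperature; ADP formed is read by ADP-Glo luminescence.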
EPAC2 agonist: qHTS for Agonist of cAMP-regulated guanine nucleotide exchange factor 4 (EPAC2): primary screen; Potency, µM (doses to about 154 µM), without a hit: at the highest dose activation, usual class: activators; Rap guanine nucleotide exchange factor 4 (Homo sapiens), Q8WZA2; actives 0.079% (n = 360,000); EPAC2 activation, biochemical qHTS; response scale: 100% = 6.5 mM cAMP response; AID 720711, 2013; also: potency is read from the fitted curve at half-maximal effect; nearly all actives have a fitted effect of over 50% in size
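Fluorescence exchange assay: 100 nM EPAC2 with 250 nM RAP1B-BODIPY-GDP and 50 uM GDP; compounds tested as a concentration-titration series (qHTS). Loss of Rap1-bound BODIPY-GDP fluorescence read at 480/540 nm; data normalized to 6.5 mM cAMP.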
WRN helicase inh: qHTS for Inhibitors of WRN Helicase. Bifunctional 3'-5' exonuclease/ATP-dependent helicase WRN (Homo sapiens), Q14191. actives 0.46% (n = 360,000). WRN helicase unwinding, fluorescent forked duplex, kinetic. Potency, µM (doses to about 114 µM), for the others: top-dose activity change, negative = inhibition, actives largely listed as inhibitors; also: potency is read from the fitted curve at half-maximal effect; % is scaled to controls: 0 for no effect and ±100 for the full control effect; nearly all actives have a fitted effect of over 55% in size
Target sequence (Q14191 whole entry, looked up): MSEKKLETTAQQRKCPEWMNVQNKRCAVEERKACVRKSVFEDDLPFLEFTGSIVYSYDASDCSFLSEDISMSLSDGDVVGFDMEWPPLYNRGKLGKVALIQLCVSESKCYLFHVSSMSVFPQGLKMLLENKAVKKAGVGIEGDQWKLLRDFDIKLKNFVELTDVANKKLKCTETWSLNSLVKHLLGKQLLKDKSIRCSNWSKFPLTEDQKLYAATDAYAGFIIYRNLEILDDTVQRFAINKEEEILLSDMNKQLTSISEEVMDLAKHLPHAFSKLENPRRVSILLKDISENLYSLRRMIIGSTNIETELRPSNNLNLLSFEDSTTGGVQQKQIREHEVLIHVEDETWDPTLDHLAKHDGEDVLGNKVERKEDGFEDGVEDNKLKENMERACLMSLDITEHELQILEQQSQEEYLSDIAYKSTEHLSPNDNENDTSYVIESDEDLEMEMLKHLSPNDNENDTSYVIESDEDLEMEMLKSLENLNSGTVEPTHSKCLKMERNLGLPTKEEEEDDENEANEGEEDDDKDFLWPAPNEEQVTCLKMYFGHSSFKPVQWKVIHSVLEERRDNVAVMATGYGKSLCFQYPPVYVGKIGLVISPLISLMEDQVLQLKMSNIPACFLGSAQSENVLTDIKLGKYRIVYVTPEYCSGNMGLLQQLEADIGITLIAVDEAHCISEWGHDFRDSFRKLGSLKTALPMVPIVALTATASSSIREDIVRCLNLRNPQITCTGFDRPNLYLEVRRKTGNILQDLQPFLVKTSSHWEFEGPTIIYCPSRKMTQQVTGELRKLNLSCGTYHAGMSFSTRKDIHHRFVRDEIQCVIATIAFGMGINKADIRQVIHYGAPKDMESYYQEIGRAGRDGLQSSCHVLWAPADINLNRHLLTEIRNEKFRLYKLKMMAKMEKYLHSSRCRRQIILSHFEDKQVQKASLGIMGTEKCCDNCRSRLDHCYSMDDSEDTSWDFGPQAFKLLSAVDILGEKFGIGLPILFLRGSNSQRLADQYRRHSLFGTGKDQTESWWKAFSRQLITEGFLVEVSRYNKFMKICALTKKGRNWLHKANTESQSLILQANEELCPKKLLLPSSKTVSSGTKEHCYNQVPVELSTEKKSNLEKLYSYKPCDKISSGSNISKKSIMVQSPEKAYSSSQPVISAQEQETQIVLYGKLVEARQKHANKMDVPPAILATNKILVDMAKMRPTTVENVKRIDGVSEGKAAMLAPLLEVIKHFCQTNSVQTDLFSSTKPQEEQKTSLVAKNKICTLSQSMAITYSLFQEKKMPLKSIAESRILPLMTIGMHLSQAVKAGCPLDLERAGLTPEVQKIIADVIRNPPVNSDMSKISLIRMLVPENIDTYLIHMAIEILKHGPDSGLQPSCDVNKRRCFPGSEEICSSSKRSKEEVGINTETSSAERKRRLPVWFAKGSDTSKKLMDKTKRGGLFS
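Fluorescence dequenching readout, ex 525 nm/em 598 nm, kinetic mode: forked duplex DNA (100 nM final) with adjacent fluorophore and quencher unwound by WRN (20 nM final) with 2 mM ATP. Compound preincubation 15 min, room temperature.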
PLK1 PBD block: qHTS for Inhibitors of PLK1-PDB (polo-like kinase 1 - polo-box domain): Primary Screen. Serine/threonine-protein kinase PLK1 (Homo sapiens), P53350. Plk1 PBD binding of FITC phosphopeptide, fluorescence polarization. Potency, µM, without a hit: max response, negative = inhibition, usual class: inhibitors. actives 2.8% (n = 360,000). AID 720504, 2013; also: potency is read from the fitted curve at half-maximal effect; series mostly up to about 57 µM; % is scaled to controls: 0 for no effect and ±100 for the full control effect; nearly all actives have a fitted effect of over 65% in size
EPAC1 agonist: qHTS for Agonist of cAMP-regulated guanine nucleotide exchange factor 3 (EPAC1): primary screen. EPAC1 agonist qHTS, biochemical assay; response scale: 100% = response to 6.5 mM cAMP. Potency, µM (titrated, usually from 154 µM), inactives show top-dose activation, most hits filed as activators. actives 0.073% (n = 360,000); also: potency is read from the fitted curve at half-maximal effect; nearly all actives have a fitted effect of over 60% in size
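Nucleotide exchange assay: 100 nM EPAC1 with 250 nM Rap1B loaded with BODIPY-GDP and 50 uM GDP, room temperature. Fluorescence (480/540 nm) read every 5 min for 30 min; signal change normalized to 6.5 mM cAMP as full agonist.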
IL2 activator: qHTS of IL-2 Activators; IL-2 activation reporter assay, cell-based qHTS; stimulated with anti-CD3/CD4/CD28 beads; in transgenic mouse T cells; activation, % (series mostly up to about 46 µM); actives 0.065% (n = 360,000); in the data active = activation above about 50%; inconclusive = mostly about 30% to 49%; also: 0% is about no effect
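Readout: EGFP and DsRed signals by fluorescent plate cytometry. Unstimulated transgenic mouse T cells received compound 60 min before antibody-bead stimulation, then incubated 18 h at 37 degrees C.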
* = called active by the depositor; ? = inconclusive; nt = no result given; [ ] = remark or other dose. Unless noted, calls follow the shape of the dose curve; as a rule, active = well fitted curve in the direction sought with a large enough effect; inconclusive = small, poorly fitted or top-dose-only effect, or another doubt; inactive = no such curve, though single readings can be large; an effect the other way counts as inactive or inconclusive. A portion of the library, so the mix of outcomes need not match the whole.

SMILES	CCT chaperon mod	EPAC1 antagonist	PI5P4Ka inh	EPAC2 agonist	WRN helicase inh	PLK1 PBD block	EPAC1 agonist	IL2 activator
Nc1cccc2c1C(=O)N(C(=O)c1cccc(S(=O)(=O)N3CCCCCC3)c1)C2=O	-3.2	4%	-24	12%	4%	3.2µM*	9%	-3.5
O=c1[nH]c2ccccc2c(=O)n1Cc1ccco1	-0.7	10%	-11	11%	-4%	-4%	6%	1.4
COc1ccc(NC(=O)C/C(C)=N/NC(=O)C(=O)Nc2cccc(Cl)c2C)c(OC)c1	1.7	-5%	3	2%	-1%	-11%	5%	2.3
Cc1ccc2c(CN(Cc3ccccc3)Cc3ccccc3)cc(=O)oc2c1	-2.5	-7%	0	14%	-13%	5%	-6%	0.0
COc1cc(/C=N/Nc2snc(SC)c2C#N)ccc1O	-1.3	-1%	nt	6%	3%	-3%	6%	-1.2
COc1ccc(C(c2sc3ncnn3c2O)N2CCN(c3ccccc3F)CC2)cc1OC (configuration not stated)	1.1	-9%	13	-3%	-5%	5%	2%	-1.6
CC(=O)Nc1nnc(-c2ccc(Cl)s2)o1	-2.1	-6%	5	8%	4%	-14%	5%	2.1
O=C(COC(=O)c1ccc(Br)o1)NCCCc1ccccc1	-2.4	3%	-2	-5%	6%	-1%	-2%	-1.9
O=C1CS/C(=N/N=C/c2ccccc2)N1Cc1ccco1	-1.5	5%	6	-2%	-26%	-12%	5%	2.8
Cn1nnnc1SCC(=O)Nc1ncc(C(F)(F)F)cc1Cl	1.3	5%	-4	-4%	-16%	2%	10%	0.8
COc1ccc(C(=O)NC(C(=O)NCC(=O)Nc2c(C)cccc2C)C(C)C)cc1 (configuration not stated)	-1.1	14%	-8	-9%	6%	?	-10%	0.9
Cc1cc(F)ccc1NC(=O)C1CCCO1 (configuration not stated)	-2.3	11%	3	8%	-15%	-18%	14%	-0.9
CCC1(CC)NC(=O)N(CC(=O)OC(C)C(=O)Nc2ccccc2OC)C1=O (configuration not stated)	-2.6	-1%	-1	-6%	-3%	-5%	8%	-3.8
COc1ccc(CCN2C(=S)NC3CC2(C)Oc2ccc([N+](=O)[O-])cc23)cc1OC (configuration not stated)	0.6	-1%	nt	7%	-14%	0%	12%	-3.2
CCOc1ccc(NC(=O)CN2C(=O)CSC2=O)cc1	-5.2	1%	-5	7%	1%	-3%	-6%	0.0
CCc1ccc2[nH]cc(C(=O)N3CCCCCC3)c(=O)c2c1	-1.9	-8%	0	1%	7%	-8%	8%	-2.8
Cc1cccc(-c2nc(CS(=O)CC(=O)NCc3ccco3)c(C)o2)c1 (configuration not stated)	-0.3	-20%	-3	3%	5%	?	-8%	-1.4
CC(C)(C)c1oc(C(=O)O)cc1CN1CCOCC1	-3.1	14%	5	8%	0%	2%	-3%	-3.0
Cc1ccccc1OCCN1C(=O)NC2(CCc3ccccc32)C1=O (configuration not stated)	-0.7	-4%	nt	4%	-3%	-7%	11%	-2.8
Cn1nnnc1SCC(=O)c1ccc2c(c1)OCCO2	1.2	0%	-11	2%	13%	-12%	-4%	-2.7

Part of the list above, with two lines to a compound.
Each structure is followed by: CCT chaperon mod	EPAC1 antagonist	PI5P4Ka inh	EPAC2 agonist	WRN helicase inh	PLK1 PBD block	EPAC1 agonist	IL2 activator
- Cn1nnnc1SCC(=O)Nc1ncc(C(F)(F)F)cc1Cl
 : 1.3	5%	-4	-4%	-16%	2%	10%	0.8
- COc1ccc(C(=O)NC(C(=O)NCC(=O)Nc2c(C)cccc2C)C(C)C)cc1 (configuration not stated)
 : -1.1	14%	-8	-9%	6%	?	-10%	0.9

The list goes on.
SMILES	CCT chaperon mod	EPAC1 antagonist	PI5P4Ka inh	EPAC2 agonist	WRN helicase inh	PLK1 PBD block	EPAC1 agonist	IL2 activator
N#CCCNCC1(c2ccccc2)CCCC1	-3.9	2%	2	3%	-2%	-2%	-1%	1.9
CCOC(=O)c1c(C)[n+]([O-])c2ccc3c(non3O)c12	0.3	-18%	0	-6%	6%	4%	0%	0.3
O=C(CN1CCOCC1)Nc1ccc(Oc2ccc(NC(=O)CN3CCOCC3)cc2)cc1	-3.9	7%	nt	-11%	9%	-3%	5%	-2.9
Cc1cc(NCc2ccccn2)n2c(nc3ccccc32)c1C#N	0.9	7%	-7	-3%	13%	-5%	-7%	-0.4
CC(=O)N1CCN(c2ccc(NCc3ccc(C)s3)cc2)CC1	0.7	-18%	0	-1%	8%	-1%	-8%	-2.9
CCCC(=O)N1CCC1(C)C(=O)NCc1ccc(C(C)C)cc1 (configuration not stated)	0.6	-3%	-1	3%	-1%	-12%	-4%	0.3
Cc1ccc2c(c1)c(C)cc[n+]2Cc1ccccc1	1.7	0%	3	6%	10%	-2%	-10%	-2.5
CCN1CCN(c2c(Cl)cccc2NC(=O)c2ccc3nsnc3c2)CC1	-0.8	-5%	2	5%	-14%	-9%	-5%	-2.3
Cc1ccc(OCC(=O)Nc2ccc(C)c(S(=O)(=O)N3CCCCC3)c2)c([N+](=O)[O-])n1	-3.4	-17%	-4	15%	-7%	-3%	-1%	1.1
Cn1c(=O)c2c(nc(NCc3ccco3)n2C)n(C)c1=O	-2.0	0%	nt	11%	-6%	-3%	2%	-0.1
CC(C)(C)OC(=O)N1Cc2cc3ccccc3nc2C1CO (configuration not stated)	0.0	1%	-6	0%	6%	-3%	2%	-0.2
Cc1nnc(SCC(=O)N2c3ccccc3C(C)(c3ccccc3)CC2(C)C)s1 (configuration not stated)	0.1	-12%	3	15%	-35%	-9%	14%	-5.6
CC(=O)c1ccc(NC(=O)Cn2c(=O)oc3ccccc32)cc1	7.1	3%	0	2%	-5%	-12%	7%	2.1
CCC1(C)CC(CCNS(=O)(=O)c2ccc(C)cc2)(c2ccc(C)cc2)CCO1 (configuration not stated)	-0.1	-14%	1	-11%	-4%	4%	-7%	-0.4
N#CC1(NC(=O)COC(=O)Cn2[nH]c(=O)c3ccccc3c2=O)CCCCC1	1.4	1%	2	18%	-7%	-5%	25%	-0.7
COC(=O)CCC(=O)NC1CC(C)(C)Cc2c1cnn2-c1ccccc1 (configuration not stated)	-1.6	11%	3	11%	-2%	-7%	2%	-0.1
O=C1NC[C@H](CCCCN2C[C@H](Cc3ccc(O)cc3)N(CCc3ccc(O)cc3)C(=O)C2=O)N(CC2CCCCC2)C1=O	0.7	-2%	-2	-3%	-1%	3%	-11%	1.0
COc1cccc(NC(=O)CSc2ncc(S(=O)(=O)c3ccccc3)c(=O)[nH]2)c1	-1.6	0%	?	-1%	-3%	27µM*	-20%	0.8
O=C(c1ccc2nccnc2c1)N1CCN(c2cccc(C(F)(F)F)c2)CC1	-1.6	-20%	-18	-9%	1%	3%	-16%	-0.2
N=C(N)SCc1ccc(Cl)cc1Cl	-3.9	-24%	-1	3%	4%	-20%	9%	-3.9

Entries of single compounds, quoted from the list.
`Cc1ccc(OCC(=O)Nc2ccc(C)c(S(=O)(=O)N3CCCCC3)c2)c([N+](=O)[O-])n1` as listed: CCT chaperon mod = -3.4; EPAC1 antagonist = -17%; PI5P4Ka inh = -4; EPAC2 agonist = 15%; WRN helicase inh = -7%; PLK1 PBD block = -3%; EPAC1 agonist = -1%; IL2 activator = 1.1
`CCOC(=O)c1c(C)[n+]([O-])c2ccc3c(non3O)c12` as listed: CCT chaperon mod = 0.3; EPAC1 antagonist = -18%; PI5P4Ka inh = 0; EPAC2 agonist = -6%; WRN helicase inh = 6%; PLK1 PBD block = 4%; EPAC1 agonist = 0%; IL2 activator = 0.3

Later entries.
SMILES	CCT chaperon mod	EPAC1 antagonist	PI5P4Ka inh	EPAC2 agonist	WRN helicase inh	PLK1 PBD block	EPAC1 agonist	IL2 activator
CN(C)c1ccc(/C=C(/C(=O)c2ccc(Cl)cc2Cl)n2cncn2)cc1	0.9	-13%	0	45µM*	-5%	47%[activator]	100µM*	0.8
COc1ccc(C(=O)N2CCCC(c3ccccc3)C2)cc1 (configuration not stated)	-3.3	-22%	6	5%	11%	?	4%	-0.5
C=CCn1c(SCC(=O)c2ccc(NS(=O)(=O)c3ccccc3)cc2)nnc1-c1cccs1	-0.8	-11%	nt	2%	-19%	-26%	6%	-0.5
COc1nc2ccccc2nc1N1CCN(Cc2ccc3c(c2)OCO3)CC1	0.5	22%	0	5%	-3%[57.1 µM]	-8%	0%	-2.2
CN(C)C(CNC(=O)CCCc1c[nH]c2ccccc12)c1ccco1 (configuration not stated)	-0.5	-3%	-3	11%	-4%	-2%	1%	-0.1
CCS(=O)(=O)N1CCC(C(=O)NCCCN2CCN(c3ccccc3F)CC2)CC1	0.5	16%	nt	5%	4%	-1%	-1%	-1.6
Cc1noc(C)c1C(=O)NC(C)c1ccc(Cl)cc1Cl (configuration not stated)	-1.9	-6%	-6	4%	-8%	-9%	5%	0.6
CCn1c(SCc2ccc(C(=O)OC)o2)nc2sc3c(c2c1=O)CCCC3	-22	-7%	nt	4%	-4%	-12%	0%	-2.5

Ordered by value in PLK1 PBD block (falling): some entries from above
molecule | PLK1 PBD block
CCS(=O)(=O)N1CCC(C(=O)NCCCN2CCN(c3ccccc3F)CC2)CC1 | -1%
COc1nc2ccccc2nc1N1CCN(Cc2ccc3c(c2)OCO3)CC1 | -8%
C=CCn1c(SCC(=O)c2ccc(NS(=O)(=O)c3ccccc3)cc2)nnc1-c1cccs1 | -26%

Gathered by group: the entries above with a tert-butyl group.
SMILES	CCT chaperon mod	EPAC1 antagonist	PI5P4Ka inh	EPAC2 agonist	WRN helicase inh	PLK1 PBD block	EPAC1 agonist	IL2 activator
CC(C)(C)c1oc(C(=O)O)cc1CN1CCOCC1	-3.1	14%	5	8%	0%	2%	-3%	-3.0
CC(C)(C)OC(=O)N1Cc2cc3ccccc3nc2C1CO (configuration not stated)	0.0	1%	-6	0%	6%	-3%	2%	-0.2
